Bioassay records deposited in PubChem by National Center for Advancing Translational Sciences (NCATS).
FLuc modulator = qHTS profiling assay for firefly luciferase inhibitor/activator using purifed enzyme and Km concentrations of substrates (counterscreen for miR-21 project); Luciferin 4-monooxygenase (Photinus pyralis), P08659; purified FLuc, Km substrates, luminescence inhibition; hit rate 6.9% among 360,000; AID 588342, 2011; Potency, µM (series often up to 57.5 µM), for inactives: top-dose activity change, negative = inhibition, most hits filed as inhibitors;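 note: plate controls were vehicle for no effect and reference inhibitor for full effect; nearly all actives have a fitted effect of over 55% in size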
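Purified P. pyralis luciferase, 10 nM final, with Km-level 10 uM D-luciferin and 10 uM ATP in 50 mM Tris acetate pH 7.5, 10 mM Mg acetate, 0.01% Tween-20, 0.05% BSA; 6-point qHTS titration about 60 µM downward; luminescence read.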
RORgamma inh = qHTS for inhibitors of ROR gamma transcriptional activity. Nuclear receptor ROR-gamma (Mus musculus), P51450. Drosophila S2 Gal4-RORgamma UAS-luciferase reporter, 20 h. Potency, µM (titrated, usually from 53.6 µM), for the others: at the top dose activity change, negative = inhibition, usual class: inhibitors. hit rate 5.4% among 310,000; note: % is set by controls: 0 for no effect and ±100 for the full control effect; nearly all actives have a fitted effect of over 60% in size
Target sequence (P51450 whole entry, looked up, the tested form may be a part): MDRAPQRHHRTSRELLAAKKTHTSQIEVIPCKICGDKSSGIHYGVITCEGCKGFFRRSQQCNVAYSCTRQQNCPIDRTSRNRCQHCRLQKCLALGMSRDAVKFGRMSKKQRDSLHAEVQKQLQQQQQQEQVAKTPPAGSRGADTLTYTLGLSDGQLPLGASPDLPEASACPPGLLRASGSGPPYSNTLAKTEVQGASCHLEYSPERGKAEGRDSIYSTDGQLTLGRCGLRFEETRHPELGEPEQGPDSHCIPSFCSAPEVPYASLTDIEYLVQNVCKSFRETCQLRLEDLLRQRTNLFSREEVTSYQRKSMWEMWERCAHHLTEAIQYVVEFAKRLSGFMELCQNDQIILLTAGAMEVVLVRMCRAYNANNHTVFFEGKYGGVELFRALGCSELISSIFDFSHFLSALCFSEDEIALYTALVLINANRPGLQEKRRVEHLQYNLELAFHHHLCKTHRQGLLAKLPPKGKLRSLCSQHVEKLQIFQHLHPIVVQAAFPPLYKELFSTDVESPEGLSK
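Schneider cells (Drosophila), stable Gal4 DBD–ROR gamma + UAS-luc; 1 hr cmpd preincubation; Cu2+ induction 700 uM final; 20 hr ambient; luminescence.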
BRCA1 expr act = qHTS Assay to Identify Small Molecule Activators of BRCA1 Expression; Potency, µM (top dose mostly 46.1 µM), for inactives: at the top dose activation, most hits filed as activators; MCF7-BRCA1-FFLuc reporter, luminescence, 48 h; response scale: scaled: vehicle 0%, 10 µM genistein 100%; hit rate 1.1% among 380,000; note: nearly all actives have a fitted effect of over 80% in size; some results filed as inactive show a strong effect at the top dose
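Reporter cells (MCF7, BRCA1 promoter-firefly luciferase) received library compounds across a concentration series for 48 h. End-point luminescence was measured and concentration-effect curves derived after normalization.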
NPC1 promoter act = qHTS Assay for NPC1 Promoter Activators; Huh7 NPC1 promoter luciferase reporter, 24 h; Potency, µM (highest dose often 9.22 µM), for inactives: at the top dose activation, hits mostly activators; hit rate 2.4% among 320,000;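 note: % of control where 0% means no effect; nearly all actives have a fitted effect of over 60% in size; reporter is driven by a mutant NPC1 promoter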
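Stable NPC1-promoter luciferase Huh7 line; cpd (DMSO) 24 h, 37 °C, 5% CO2; Amplite luciferase reagent 10 min RT; luminescence readout. qHTS format.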
p53 reactivation = qHTS assay for re-activators of p53 using a Luc reporter | H1299 p53-A138V BP100-luciferase reporter, luminescence, 24 h | Potency, µM (top dose mostly 92.2 µM), without a hit: at the top dose activity change, positive = activation, most hits filed as activators | hit rate 0.063% among 320,000 | AID 504706, 2011; note: % of control where 0% means no effect; nearly all actives have a fitted effect of over 45% in size
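p53-null H1299 cells stably carrying temperature-sensitive p53-A138V and a BP100-luciferase reporter were pinned with compounds (4-point, 1:5 series) and held 24 hrs at 37 deg C. Luminescence was read 10 min after detection reagent.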
MLL CXXC-DNA inh = qHTS Fluorescence Polarization Assay for Inhibitors of MLL CXXC domain - DNA interaction; MLL-CXXC / FITC-HOXA9 DNA fluorescence polarization; Potency, µM (series often up to 115 µM), for inactives: top-dose activity change, negative = inhibition, most hits filed as inhibitors; hit rate 0.037% among 290,000; active = well fitted inhibition curve with a large enough effect in the polarisation, with a control signal flat, not every such curve was filed as active; inconclusive = small, poorly fitted or top-dose-only effect, or effect the other way, or a change in a side signal; inactive = no such curve, though single readings can be large or run the other way; the % refers to the polarisation
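Purified MLL-CXXC (added from a 7 uM solution) was preincubated 5 min at ambient with pinned compounds in 50 mM Tris-HCl pH 7.5, 50 mM NaCl, 1 mM DTT, 0.05% BSA. Fluorescein-labeled HOX-A9 DNA (50 nM solution) followed, 30 min, then polarization read.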
Gal4-VP16 FLuc = VP16 counterscreen qHTS for inhibitors of ROR gamma transcriptional activity | Drosophila S2 Gal4-VP16 UAS-luciferase, luminescence, 20 h | Potency, µM (series often up to 53.6 µM), inactives show at the highest dose activity, negative = inhibition, actives largely listed as inhibitors | hit rate 3.5% among 310,000 | AID 2546, 2010;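 note: Gal4-VP16 expression switched on by copper sulfate through the metallothionein promoter; % is set by controls: 0 for no effect and ±100 for the full control effect; nearly all actives have a fitted effect of over 50% in size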
Rab9 promoter act = qHTS Assay for Rab9 Promoter Activators | Huh7 Rab9 promoter-luciferase reporter, luminescence, 24 h | Potency, µM (highest dose often 9.22 µM), without a hit: at the top dose activation, negative = inhibition, usual class: activators | hit rate 2.8% among 320,000 | AID 485297, 2010; note: % of control where 0% means no effect; nearly all actives have a fitted effect of over 60% in size
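Steps: seed 1500 Huh7 Rab9-luc cells per well, rest 2 h at 37 °C; add compound in DMSO; incubate 24 h; add luciferase reagent, 10 min ambient; read luminescence.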
ELG1 genotoxic = qHTS screen for small molecules that induce genotoxicity in human embryonic kidney (HEK293T) cells expressing luciferase-tagged ELG1 | HEK293T ELG1-luciferase reporter, luminescence, 16 h | Potency, µM (top dose mostly 46 µM), for inactives: at the top dose activity change, positive = activation, usual class: activators | hit rate 1.3% among 330,000; note: % of control where 0% means no effect; nearly all actives have a fitted effect of over 60% in size
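DMSO vehicle served as control against compound-treated ELG1-luciferase HEK293T cells; exposure lasted 16 hr at 37 °C and 5% CO2, followed by ONE-Glo luminescence detection after 30 min.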
uPA surface inh = qHTS for Inhibitors of Cell Surface uPA Generation. Potency, µM (highest dose often 38.3 µM), inactives show top-dose activity change, negative = inhibition, most hits filed as inhibitors. cell surface uPA generation assay, qHTS. hit rate 0.31% among 330,000; active = well fitted inhibition curve with a large enough effect; inconclusive = small, poorly fitted or top-dose-only effect; inactive = no such curve, though single readings can be large or run the other way; tested in mouse RAW 264.7 cells; note: % is set by controls: 0 for no effect and ±100 for the full control effect; nearly all actives have a fitted effect of over 55% in size
MBNL1 CUG block = qHTS Assay for Inhibitors of MBNL1-poly(CUG) RNA binding; TR-FRET MBNL1-His/biotin-(CUG)12 binding, 665/545 ratio; AID 2675, 2010; Potency, µM (top dose mostly 57.5 µM), inactives show at the top dose activity change, negative = inhibition, actives largely listed as inhibitors; hit rate 0.036% among 280,000; Muscleblind-like protein 1 (Homo sapiens), Q9NR56; active = well fitted inhibition curve with a large enough effect in the signal ratio, with a control signal flat, not every such curve was filed as active; inconclusive = small, poorly fitted or top-dose-only effect, or effect the other way, or a change in a side signal; inactive = no such curve, though single readings can be large or run the other way; the % refers to the signal ratio; note: % is set by controls: 0 for no effect and ±100 for the full control effect
Target sequence (Q9NR56 whole entry, looked up): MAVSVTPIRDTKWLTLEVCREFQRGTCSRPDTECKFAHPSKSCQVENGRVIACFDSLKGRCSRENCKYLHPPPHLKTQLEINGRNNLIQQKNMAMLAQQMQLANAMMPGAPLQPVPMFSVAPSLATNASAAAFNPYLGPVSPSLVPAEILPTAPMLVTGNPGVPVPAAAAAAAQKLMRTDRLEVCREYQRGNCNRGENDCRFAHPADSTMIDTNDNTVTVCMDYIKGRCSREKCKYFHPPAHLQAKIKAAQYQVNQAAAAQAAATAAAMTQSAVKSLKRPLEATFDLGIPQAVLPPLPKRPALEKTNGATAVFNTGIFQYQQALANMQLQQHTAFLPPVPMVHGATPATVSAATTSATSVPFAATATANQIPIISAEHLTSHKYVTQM
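TR-FRET between His-tagged MBNL1 and biotin-(CUG)12 RNA, detected with Tb anti-His antibody (0.055 ng/ul) and streptavidin-XL665 (5 nM), 60 min at room temperature. Compounds titrated 92 nM to 58 uM; 665/545 nm ratio normalized to buffer and complex controls.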
Numbers without * were called inactive; ? = inconclusive; · = not tested or not shown; & = joins results of further samples; [ ] = dose if it differs, or a comment. Unless noted, calls come from the whole dose curve; as a rule, active = well fitted curve in the direction sought with a large enough effect; inconclusive = small, poorly fitted or top-dose-only effect, or another doubt; inactive = no such curve, though single readings can be large; an effect the other way counts as inactive or inconclusive. Potency is the fitted concentration of half-maximal effect.

SMILES | FLuc modulator | RORgamma inh | BRCA1 expr act | NPC1 promoter act | p53 reactivation | MLL CXXC-DNA inh | Gal4-VP16 FLuc | Rab9 promoter act | ELG1 genotoxic | uPA surface inh | MBNL1 CUG block
COc1ccc(OC)c(C2=NOC(C(=O)N3CCC4(CC3)OCCO4)C2)c1 (configuration not stated) | 0% | -40% | -11% | -3% | -6% | -2% | 6% | -6% | 2% | · | 10%
COc1ccccc1N1C(=O)NC(=O)/C(=C/c2ccc([N+](=O)[O-])s2)C1=O | ? | 8% | -12% | 2% | 14% | -28% | -4% | -2% | 0% | -7% | ?
Fc1cccc(F)c1CN1CCN(c2ccc(Cl)cc2)CC1 | -3% | 31% | -27% | 2% | 3% | 11% | 7% | -6% | -1% | 0% | 2%
C=CCN1C(=O)c2ccccc2Sc2ccc(C(=O)N3CCC4(CC3)OCCO4)cc21 | -2% | ? | -15% | -2% | -2% | 10% | ? | -6% | -9% | · | -4%
COC(=O)C1=C(c2ccc(F)cc2F)C[C@@H]2CC[C@H]1N2C(=O)NCCOc1ccc(OC)cc1 | -1% | · | 0% | -3% | -8% | · | · | -12% | -6% | 8% | ·
COc1ccc2nc3oc(C(=O)N4CCC5(CC4)OCCO5)cc3cc2c1 | ? | 34% | 4% | -3% | 0% | 12% | 5% | 20% | -9% | -20% | ?
CCOP(=O)(OCC)C(NS(=O)(=O)c1ccccc1)C(Cl)(Cl)Cl (configuration not stated) | -14% | ? | 4% | -23% | 0% | -12% | -2% | -9% | -1% | 3% | 3%
Cc1ccc(O)c(CN2CCN(c3ccccc3)CC2)c1 | 2% | 2% | -20% | -4% | 7% | -12% | -6% | -2% | -4% | 4% | 3%
CSc1ccccc1C(=O)C1CCCN(Cc2cccc(C)n2)C1 (configuration not stated) | 5% | 4.5µM* | -32% | -11% | -1% | 8% | 20µM* | 0% | -6% | 4% | -3%
C=C(C)[C@H]1Cc2c(ccc3c2O[C@@H]2COc4cc(OC)c(OC)cc4[C@@H]2C3=O)O1 | · | ? | · | -34%[inhibitor][46.1 µM] | · | -3% | ? | -40%[inhibitor][46.1 µM] | · | · | ·
Cc1ncc(CNC(=O)N(CCCl)N=O)c(N)n1 | -1% | -2% | 5% | -3%[46.1 µM] | 2% | -22% | 3% | -5%[46.1 µM] | -7% | -2% | ·
CCS(=O)(=O)N1CCCC(C(=O)N2CCC3(CC2)OCCO3)C1 (configuration not stated) | 2% | -16% | -2% | 0% | -6% | 0% | -5% | -4% | -1% | -5% | 5%
COC(=O)C1=C(N)Oc2c(c(=O)oc3ccccc23)[C@]12C(=O)N(C)c1ccccc12 | 0% | 34% | -17% | 9% | 13% | -19% | -15% | 10% | 0% | -4% | 7%
CCCCNC(=O)c1c(N)n(Cc2ccc3c(c2)OCO3)c2nc3ccccc3nc12 | 2% | -14% | -1% | -1% | -23% | -16% | ? | -4% | -2% | -1% | 0%
O=C(Cc1ccccc1)Oc1ccc(N2C(=O)CCC2=O)cc1 | -11% | 2% | 1% | -1% | 3% | 47%[activator] | -1% | 3% | 0% | 2% | 3%
COc1ccc(S(=O)(=O)NCc2ccc(C(=O)N3CCC4(CC3)OCCO4)cc2)cc1 | 1% | 5% | 5% | 1% | 10% | -3% | 10% | -4% | -1% | · | 3%
NCC(O)c1ccc(O)cc1 (configuration not stated) | 3% | 5% | 21% | 1%[46.1 µM] | -1% | 1%&1% | 6%&-1%&-10%&3%&-11% | 6%[46.1 µM] | -1% | 13% | -11%
CN1CC=C(c2c[nH]c3ccccc23)CC1 | 1% | 15% | -7% | -13% | 1% | -1% | -4% | -16% | -3% | 9% | 28%
CC/C=C/CC(=O)N[C@@H](c1ccccc1)[C@@H](O)C(=O)O[C@H]1C[C@@]2(O)[C@@H](OC(=O)c3ccccc3)C3[C@](C)(C(=O)[C@H](OC(C)=O)C(=C1C)C2(C)C)[C@@H](O)C[C@H]1OC[C@@]31OC(C)=O (some centres not stated) | -1% | ? | -19% | -27% | · | -5% | -21% | -30% | 5% | ? | -6%
COC(=O)C1=C(c2cccc(C#N)c2)C[C@@H]2CC[C@H]1N2C(=O)NC1CC1 | 3% | · | -6% | 0% | 2% | · | · | 2% | 1% | 7% | ·
O=C(O)c1cc(O)c2c(c1)C(=O)c1cccc(O)c1C2=O | -3% | ? | -61% | 0% | 2% | 3% | ? | -1% | -2% | ? | ?
CN1C(=O)C(=Cc2ccc(Sc3ccccc3)o2)C(=O)N(C)C1=O | ? | ? | -12% | -3% | 11% | -28% | 2% | -5% | 13% | 2% | -5%
O=C1CN=C(c2ccccc2)c2cc(Br)ccc2N1Cc1cc(=O)n2ccccc2n1 | 8% | 13% | -25% | 1% | -6% | 6% | -9% | -7% | -1% | -5% | ·
CCOC(=O)c1c(NS(=O)(=O)c2ccccc2)n(CCCOC)c2nc3ccccc3nc12 | -3% | -2% | -29% | -2% | -10% | -3% | -10% | -3% | -2% | -1% | ?
O=C(N/N=C/c1ccc([N+](=O)[O-])s1)c1ccccc1Br | 4% | 1.8µM* | -108%[inhibitor] | -6% | -11% | -2% | 6.3µM* | -4% | -8% | ? | ?
CN1CCN(c2cc(N3CCCCCC3)c(F)cc2[N+](=O)[O-])CC1 | -2% | 12% | -22% | -3% | 0% | 5% | -8% | -8% | 0% | -3% | ·
C[C@H](NC(=O)CCC(=O)N1C[C@H]2C[C@H](C1)c1cccc(=O)n1C2)c1ccccc1 | 5% | -13% | -15% | -2% | · | 6% | -11% | -9% | 7% | 17% | -12%
O=C1NC(=O)N(c2ccc3c(c2)OCO3)C(=O)/C1=C\c1ccc(-c2ccccc2C(=O)O)o1 | 15µM* | 1% | -10% | -4% | -1% | 14µM* | -5% | -3% | 0% | 1% | 9%
COc1ccc(OC)c2c1CCC1NCCOC21 (configuration not stated) | 4% | -29% | -17% | -1% | -6% | 8% | 1% | -1% | 0% | 10% | 8%
CCOP(=O)(Cc1cc(C(=O)CC)c(C)o1)OCC | -1% | -2% | -8% | -4% | -7% | -1% | -2% | -1% | 0% | 7% | -6%
CN1C(=O)C(=Cc2ccccc2OCc2ccc(Cl)cc2)C(=O)N(C)C1=O | 9.5µM* | -3%[10 µM] | · | -3% | ? | -1% | 4% | 1% | ? | -4% | ·
CCN(C(=O)COC(=O)Cc1ccccc1)c1c(N)n(Cc2ccccc2)c(=O)[nH]c1=O | -1% | · | -6% | -4% | -5% | · | · | 0% | 2% | 3% | ·
CCCc1nc2ccccc2c(=O)n1-c1cccc(OC)c1 | 3% | 4% | -7% | 1% | -3% | -1% | -6% | 3% | -1% | 3% | 36%[activator]
Cc1ccc(N2Cc3ccccc3C2=N)cc1[N+](=O)[O-] | 1% | 6% | -16% | -6% | -1% | 18% | -4% | -3% | -6% | -3% | 14%
CC(=O)N1CN2CN(C(C)=O)CC(C(=O)c3ccc(Br)cc3)(C2)C1 | 3% | -15% | -5% | -2% | -8% | 2% | -6% | -1% | 2% | 0% | 9%
CCC(C(=O)N1CCC2(CC1)OCCO2)c1ccccc1 (configuration not stated) | 2% | -3% | 2% | 2% | 1% | 6% | -7% | 2% | 2% | · | 7%
Cn1cc(C(=O)OCC(=O)NC2(C#N)CCCCC2)c2ccccc21 | 1% | · | 1% | 12% | -4% | · | · | -4% | -1% | -11% | ·
CC(C)CN1CCN(Cc2cccc3c2OCO3)CC1CCO (configuration not stated) | 0% | -16% | 1% | -5% | 13% | 13% | 1% | -2% | -2% | 4% | 5%
COc1ccc(-c2nc3ccccc3c(=O)n2-c2nccs2)cc1 | 24µM* | 6.3µM* | -1%[1.84 µM] | 1% | -7% | -3% | ? | 9% | -1% | -4% | -8%
CCOC(=O)CSc1ccc(C(=O)N2CCC3(CC2)OCCO3)cc1[N+](=O)[O-] | -1% | -7% | -19% | -1% | -7% | 3% | -1% | -4% | -1% | 5% | ?
CC(=NC1CCN(Cc2ccccc2)CC1)c1c(O)n(C)c(=O)n(C)c1=O | 1% | -7% | -8% | -1% | 0% | -8% | -4% | -3% | -3% | 3% | -5%

An excerpt; the hit share may differ from the screen's.
